SRC1 TRFRET art = counter-screen for PPARgamma SRC-1 recruitment agonists: TR-FRET artefact; AID 1051; TR-FRET detection artefact counter-screen, emission ratio; active compounds read high; TR-FRET ratio at 8 µM; actives 0.34% (n = 99,000); in the data active means TR-FRET ratio above about 2300; further: inactives centre near 1800; reference of the scale not given here
SRC3 TRFRET art = TR-FRET artefact, counter-screen to PPARgamma/SRC-3 agonist assay; PPARgamma/SRC-3 format; active compounds read high; TR-FRET ratio at 8 µM; actives 0.39% (n = 99,000); AID 1048; in the data active means TR-FRET ratio above about 2000; further: inactives centre near 1600; reference of the scale not given here
* = called active by the depositor. An excerpt; count on the stated rates, not on these rows.

The first 7 records, ahead of the listing:
Value order – SRC1 TRFRET art, SRC3 TRFRET art
> Cc1ccnc(NC(=O)CCCOc2ccccc2)c1
 : 1615, 1401
> C=CCc1cc(C=O)cc(OCC)c1OCc1ccc(Cl)cc1
 : 1746, 1636
> CC(C)(CO)NC12CC3CC(CC(C3)C1)C2
 : 1712, 1825
> Cc1ccn2c(NC(=O)c3cccs3)c(-c3ccccc3)nc2c1
 : 1776, 1590
> CN1CCN(NC(=O)c2ccc(COc3ccccc3Br)o2)CC1
 : 1924, 1604
> Cc1nnc(SCC(=O)NC(C)c2ccccc2)[nH]c1=O (centres undefined)
 : 1835, 1416
> Cc1ccc2nc(NC(=O)c3ccc(NS(=O)(=O)c4cccs4)cc3)sc2c1
 : 1864, 1502

Main list (from the top)
Value order – SRC1 TRFRET art, SRC3 TRFRET art
> Cc1ccnc(NC(=O)CCCOc2ccccc2)c1
 : 1615, 1401
> C=CCc1cc(C=O)cc(OCC)c1OCc1ccc(Cl)cc1
 : 1746, 1636
> CC(C)(CO)NC12CC3CC(CC(C3)C1)C2
 : 1712, 1825
> Cc1ccn2c(NC(=O)c3cccs3)c(-c3ccccc3)nc2c1
 : 1776, 1590
> CN1CCN(NC(=O)c2ccc(COc3ccccc3Br)o2)CC1
 : 1924, 1604
> Cc1nnc(SCC(=O)NC(C)c2ccccc2)[nH]c1=O (centres undefined)
 : 1835, 1416
> Cc1ccc2nc(NC(=O)c3ccc(NS(=O)(=O)c4cccs4)cc3)sc2c1
 : 1864, 1502
> CCCc1nn(C)c(C(=O)Nc2ccc3ccccc3c2)c1Cl
 : 1507, 1543
> COc1ccc(NC(=O)c2cccc(Oc3ccc([N+](=O)[O-])cc3Cl)c2)cc1
 : 2128, 1750
> CCOC(=O)C1=C(O)/C(=C\c2sccc2C)N=C1C
 : 1552, 1572
> COc1ccc(-c2[nH]ncc2-c2ccc3c(c2)OCCO3)c(O)c1
 : 1887, 1574
> CC1=C(C#N)C(=O)NC(=O)/C1=C\c1ccc(-c2cc(C)c(C)cc2[N+](=O)[O-])o1
 : 2124, 1666
> CC(=O)O[C@@H]1[C@H](OC(=O)CC(C)C)c2c(ccc3ccc(=O)oc23)OC1(C)C
 : 1770, 1598
> O=C(CCC(=O)c1cccs1)OCC(=O)c1ccc(Cl)s1
 : 1978, 1615
> CN(CC(=O)Nc1ccc(F)cc1[N+](=O)[O-])Cc1ccccc1
 : 1686, 1400
> COCCOc1ccc(C(F)(F)F)cc1NC(=O)c1ccccc1
 : 1759, 1535
> COc1ccc(OC)c(NC(=O)c2ccc(CN3CCOCC3)cc2)c1
 : 1929, 1704
> COC(=O)c1n[nH]nc1-c1ccccc1
 : 1675, 1515
> CCOC(=O)CSCC(=O)Nc1nnc(-c2cccc([N+](=O)[O-])c2)s1
 : 1752, 1755
> O=C(CCS(=O)(=O)Cc1ccccc1)NCCc1ccccc1
 : 1756, 1391
> CC(C)c1nnc(NC(=O)Cc2ccc(Br)cc2)s1
 : 1937, 1490
> O=C1/C(=C/c2cccnc2)SC(=S)N1c1ccc(F)cc1
 : 1634, 1493
> CC1(C)CC(CCC(=O)NC(=S)Nc2ccccc2Cl)C(=O)O1 (centres undefined)
 : 1646, 1470
> CN(N)c1nc(C(F)(F)F)nc2ccccc12
 : 1963, 1824
> CCc1ccccc1NC(=O)CN(C)C(=O)CSc1nn(-c2ccccc2)c(=S)s1
 : 1857, 1628
> Oc1ccc(N=Nc2nc(-c3ccccc3)c(-c3ccccc3)[nH]2)cc1
 : 1760, 1601
> COc1ccc(C(=O)Oc2cccc(/C=N/NC(N)=S)c2)cc1
 : 1902, 1516
> O=S(=O)([O-])CCC[n+]1c(/C=C\Nc2ccccc2)oc2ccc(-c3ccccc3)cc21
 : 1695, 1547
> Cc1cc(C(=O)COC(=O)c2ccc(O)cc2)c(C)n1CCc1ccc(F)cc1
 : 1775, 1640
> O=C(C1CC1)N1CCN(c2ccnc3cc(Cl)ccc23)CC1
 : 1855, 1597

Compound profiles, as listed above:
COc1ccc(OC)c(NC(=O)c2ccc(CN3CCOCC3)cc2)c1 as listed: SRC1 TRFRET art = 1929; SRC3 TRFRET art = 1704
Cc1nnc(SCC(=O)NC(C)c2ccccc2)[nH]c1=O (centres undefined) as listed: SRC1 TRFRET art = 1835; SRC3 TRFRET art = 1416

Continued.
Value order – SRC1 TRFRET art, SRC3 TRFRET art
> C/C(=N/NC(=O)c1ccncc1)c1cc2ccc(O)cc2oc1=O
 : 1867, 1615
> CCOC(=O)N1CCC(c2cc(=O)n(-c3ccccc3)[nH]2)CC1
 : 1661, 1454
> CC(C)C(NC(=O)c1cccnc1)C(=O)O (centres undefined)
 : 1907, 1660
> COc1ccc(N=C2SC(CC(=O)Nc3ccc(F)cc3)C(=O)N2Cc2ccco2)cc1 (centres undefined)
 : 1713, 1750
> NC(=O)NOCc1ccccc1
 : 1776, 1455
> CCC(C)/C(C)=N/Nc1ccc(S(N)(=O)=O)cc1[N+](=O)[O-] (centres undefined)
 : 2099, 1640
> COc1c2ccoc2c(OCC=C(C)C)c2oc(=O)ccc12
 : 1636, 1365
> O=C(OCc1ccccc1)N1CCCC1/C=C/CN1CCOCC1 (centres undefined)
 : 1556, 1482
> C/C=C/COC(=O)c1[nH]c2c(c1C)C(=O)CC(c1ccc(N(C)C)cc1)C2 (centres undefined)
 : 2019, 1905
> CCCN(CCC)c1ccc(CC(=O)NC(C)Cc2ccccc2)cc1 (centres undefined)
 : 1610, 1582
> O=[N+]([O-])c1ccccc1SNc1ccc(Br)cn1
 : 1988, 1583
> CCCCOC(=O)c1ccc(NC(=O)c2c(OC)cccc2OC)cc1
 : 1439, 1577
> CN(C)c1ccc(C=NCC2(O)CCOC(C)(C)C2)cc1 (centres undefined)
 : 1756, 1496
> CCN(CC)S(=O)(=O)c1cc(OC)c(Cl)cc1OC
 : 1828, 1635
> Cc1ccc(C(=O)N/C(=C\c2cccs2)C(=O)NCCc2c[nH]c3ccccc23)cc1
 : 1695, 1519
> CCCCCCCCCCCCCCCC(=O)OC[C@H](COP(=O)([O-])OCC[N+](C)(C)C)OC(=O)CCCCCCCCCCCCCCC
 : 1525, 1292
> NC(=O)c1ccc(NC(=O)COC(=O)/C=C/c2cn(-c3ccccc3)nc2-c2cccnc2)cc1
 : 1986, 1933
> Cc1[nH]c2ccccc2c1/C=N/NC(=O)CNC(=O)COc1ccccc1
 : 1965, 1733
> COC(=O)Cc1csc(Nc2ccccc2)n1
 : 1828, 1541
> CC(C)N(NC(=O)c1cccc2ccccc12)C(C)C
 : 1596, 1556
> CC(C(=O)Nc1ccc2c(c1)OCCO2)c1ccc([N+](=O)[O-])cc1 (centres undefined)
 : 1602, 2361*
> C=C(C)CNC(=S)NNC(=O)CCn1c2cc(Cl)ccc2c2ccc(Cl)cc21
 : 1816, 1589
> Cc1cccc2sc(N(CCCN(C)C)C(=O)c3sc4ccccc4c3Cl)nc12
 : 1855, 1619
> COc1ccc(CN2CCC(c3nc4ccc(Cl)cc4[nH]3)CC2)cc1
 : 1683, 1544
> CSc1nc2c(c(=O)[nH]1)C(c1ccc(Br)cc1)CC(=O)N2 (centres undefined)
 : 1849, 1515
> CCOc1cccc(CNCCO)c1OCc1ccc(Cl)cc1Cl
 : 1867, 1669
> CN(C1CC(C)(C)N(O)C(C)(C)C1)S(=O)(=O)CC12CCC(CC1=O)C2(C)C (centres undefined)
 : 1824, 1602
> CCN(CC)S(=O)(=O)c1cccc(C(=O)N/N=C2\CC(=O)CC(C)(C)C2)c1
 : 1774, 1472
> Cc1ccc(-c2cc(C(=O)NCC3CCCO3)c3ccccc3n2)cc1C (centres undefined)
 : 1765, 1700
> S=C(NCc1ccco1)N1CCN(C/C=C/c2ccccc2)CC1
 : 1820, 1516

Following part.
canonical_smiles	SRC1 TRFRET art	SRC3 TRFRET art
O=C(COC(=O)c1ccccc1OCC(=O)Nc1ccc(Br)cc1)Nc1ccccc1	1623	1626
COc1cc(NC(=O)CCc2ccccc2)c(C(=O)O)cc1OC	1700	1411
CCCNS(=O)(=O)c1ccc2c(c1)n(C)c(=O)n2C	1877	1417
Cc1cc(C)nc(NC(=O)c2cccc([N+](=O)[O-])c2)c1	1892	1559
COC(=O)c1c(-c2ccccc2)noc1C	1790	1441
COc1cccc(OC)c1Nc1nc(C)nc2c1nnn2Cc1ccccc1Cl	1708	1575
COc1ccc(Cc2nnc(N/N=C/c3ccc(C)o3)[nH]c2=O)cc1	1801	1469
CC(=O)NC(Cc1c[nH]c2ccccc12)C(=O)N/N=C/c1ccccc1 (centres undefined)	1993	1754
COC(=O)c1cc(C(=O)N(Cc2ccccc2)c2ccccn2)cc([N+](=O)[O-])c1	2008	1655
COc1cccc(/C=N/NC(=O)CN2C(=O)NC3NC(=O)NC32)c1 (centres undefined)	1742	1613
CC1CCCN(C(=O)c2cc(N3C(=O)C4C5CCC(C5)C4C3=O)ccc2Cl)C1 (centres undefined)	1760	1561
CCCN=C1NC(=O)C(CC(=O)NCCc2ccccc2)S1 (centres undefined)	1850	1443
O=C(N/N=C1\C2CN3CCN(C2)CC1(c1ccccc1)C3)Nc1ccccc1	2033	1660
O=C1c2ccccc2-c2ccc(C(=O)N3CCCCC3)cc21	1649	1561
CCc1ccc(C(=O)CN2CCSC2=N)cc1	1601	1564
Cc1nn(C)c(=O)n1-c1ccccc1	1771	1526
CCC(c1nnnn1Cc1cccs1)N1CCN(c2nc3ccccc3s2)CC1 (centres undefined)	1498	1499
CCOC(=O)C1(CCCc2ccccc2)CCN(C(=O)C2CCCO2)CC1 (centres undefined)	1764	1641
O=c1[nH]cnc2scc(C3COc4ccccc4O3)c12 (centres undefined)	1788	1215
O=C(Nc1ccc(C(=O)N2CCOCC2)cc1)c1cc(-c2cccnc2)nc2ccc(Br)cc12	1737	1490
COc1ccc(OC)c(/C=N/NC(=O)c2ccc(N(C)S(=O)(=O)c3ccccc3)cc2)c1	1474	1476
CCCN=C1CC(C)(C)CC(=O)/C1=C(/O)CCC	1718	1668
CC(C)(C)NC(=O)C(c1ccc(F)cc1)N(Cc1ccccc1Cl)C(=O)c1ccn[nH]1 (centres undefined)	1918	1893
CCc1ccc(NC(=O)C(=S)NC2CCCCC2)cc1	2139	1849
Cc1cc(C(=O)CSc2nc(N)cc(N)n2)c(C)n1C1CC1	1823	1360
O=C(Cn1ncc2c(=O)oc3ccccc3c21)N1CCCN(Cc2ccccc2F)C1	1949	1668
CCC(c1nnnn1C(C)(C)CC)N(CCCO)Cc1cc2cc(C)cc(C)c2[nH]c1=O (centres undefined)	1717	1390
Cc1c(C(=O)N/N=C/c2ccncc2)no[n+]1[O-]	1660	1438
COc1cccc(C(=O)Nc2ccc(S(=O)(=O)Nc3cc(C)nc(C)n3)cc2)c1	1946	1473
Cc1cccc(S(=O)(=O)NCCc2ccccc2)c1	2001	1704

Further results follow:
canonical_smiles	SRC1 TRFRET art	SRC3 TRFRET art
CCCCNC(=O)CSc1nc2ccccc2n1S(=O)(=O)c1ccc(Br)cc1	1765	1649
CC(=O)Nc1ccc(NC(=O)CSc2ccc3nnc(CCNC(=O)c4ccccc4)n3n2)cc1	1654	1464
N/C(=N\OC(=O)c1ccc(Br)cc1)c1ccncc1	1783	1594
Cc1cccc(N=Nc2c(C)c(C#N)c(O)[nH]c2=O)c1	1641	1583
CCCn1nnnc1NCc1c(F)cccc1Cl	2028	1570
Cc1ccn2c(=O)cc(C)nc2c1	1682	1540
O=C(COC(=O)c1ccc2ccccc2n1)NCc1ccccc1	1620	1642
CC(=O)Nc1cccc(NC(C)=C(C#N)C#N)c1	1482	1419
O=C(CC1S/C(=N/N=C/C=C/c2ccccc2)NC1=O)Nc1ccc(Cl)c(Cl)c1 (centres undefined)	1933	1500
CCOC(=O)c1c(CC(C)C)csc1/N=C/C1C(=O)CC(C)(C)CC1=O	1640	1422
COc1ccc(/C=C2/N=C(SC3CCOC3=O)N(c3cccc(OC)c3)C2=O)cc1 (centres undefined)	1963	1747
CCN(c1cccc(C)c1)S(=O)(=O)c1ccc(OC)c([N+](=O)[O-])c1	1799	1510
CNC(=S)N(Cc1cccs1)Cc1cc2cc(OC)ccc2[nH]c1=O	1713	1580
COc1ccc(C(=O)NCC(=O)OCC(=O)N2N=C(c3ccc(Cl)cc3)CC2c2ccco2)cc1OC (centres undefined)	1546	1326
C/C(=N\NC(=O)c1ccccc1-n1cccc1)C1CC1	1936	1738
N#C/C(=C\c1ccc2c(c1)OCCO2)C(=O)NC1CCCCC1	1764	1639
CCOC(=O)C1(CCCc2ccccc2)CCN(CCCn2cccn2)CC1	1946	1394
O=C1CCC/C1=C/Nc1ccc(Cl)cc1	1629	1503
Cc1ccc(CSCC(=O)NCc2cccs2)cc1	1827	1540
COc1cc(NC(=O)CSc2nc3c(C)ccc(C)c3cc2C)c(C(=O)O)cc1OC	1626	1709
CCN(CC)CCNCc1ccc(-c2ccc(Cl)cc2)o1	1893	1596
CCOc1cc(/C=C2/C(=O)ON=C2C)ccc1OCc1ccccc1	1981	1720
O=C(NCCc1ccc(F)cc1)c1ccc([N+](=O)[O-])cc1	1832	1656
CCCc1cc(=O)[nH]c(N/N=C/C=C\c2ccccc2)n1	2165	1710
CCOC(=O)C1=C(N)Oc2cc(O)ccc2C1c1ccc([N+](=O)[O-])cc1 (centres undefined)	1867	1630
COC(=O)CSc1nc2cc3c(cc2cc1C)OCO3	2111	1639
Cn1cccc1/C=N/NC(=O)c1ccc[n+]([O-])c1	1848	1643
Cn1c(=O)oc2cc(S(=O)(=O)Nc3cccc4c3CCCC4)ccc21	2015	1713
O=C(CCNc1ccc(Cc2ccncc2)cc1)c1ccc([N+](=O)[O-])cc1	1930	1520
COC(=O)N/N=C/c1sc(N2CCCCC2)nc1-c1cccs1	1698	1571

Other structures follow:
canonical_smiles	SRC1 TRFRET art	SRC3 TRFRET art
CC(C)NC(=S)NC(=O)/C=C/c1cccc2ccccc12	1932	1435
Cc1ccc(S(=O)(=O)NCCC(C)C)cc1[N+](=O)[O-]	2026	1779
O=C(CN1C(=O)NC2(CCSC2)C1=O)NCc1ccccc1 (centres undefined)	1589	1570
OCCNC(=S)Nc1ccc(Oc2ccccc2)cc1	1759	1556

Screening results deposited in PubChem by The Scripps Research Institute Molecular Screening Center.
